NSD2 inh: inhibitors of human histone methyltransferase NSD2; O96028; NSD2 peptide methylation, AlphaScreen, 120 min; AID 743445; inhibition, % at 12.5 µM; 310,000 tested, 0.54% active; in the data active = inhibition above about 50%
Target sequence (O96028 whole entry, looked up): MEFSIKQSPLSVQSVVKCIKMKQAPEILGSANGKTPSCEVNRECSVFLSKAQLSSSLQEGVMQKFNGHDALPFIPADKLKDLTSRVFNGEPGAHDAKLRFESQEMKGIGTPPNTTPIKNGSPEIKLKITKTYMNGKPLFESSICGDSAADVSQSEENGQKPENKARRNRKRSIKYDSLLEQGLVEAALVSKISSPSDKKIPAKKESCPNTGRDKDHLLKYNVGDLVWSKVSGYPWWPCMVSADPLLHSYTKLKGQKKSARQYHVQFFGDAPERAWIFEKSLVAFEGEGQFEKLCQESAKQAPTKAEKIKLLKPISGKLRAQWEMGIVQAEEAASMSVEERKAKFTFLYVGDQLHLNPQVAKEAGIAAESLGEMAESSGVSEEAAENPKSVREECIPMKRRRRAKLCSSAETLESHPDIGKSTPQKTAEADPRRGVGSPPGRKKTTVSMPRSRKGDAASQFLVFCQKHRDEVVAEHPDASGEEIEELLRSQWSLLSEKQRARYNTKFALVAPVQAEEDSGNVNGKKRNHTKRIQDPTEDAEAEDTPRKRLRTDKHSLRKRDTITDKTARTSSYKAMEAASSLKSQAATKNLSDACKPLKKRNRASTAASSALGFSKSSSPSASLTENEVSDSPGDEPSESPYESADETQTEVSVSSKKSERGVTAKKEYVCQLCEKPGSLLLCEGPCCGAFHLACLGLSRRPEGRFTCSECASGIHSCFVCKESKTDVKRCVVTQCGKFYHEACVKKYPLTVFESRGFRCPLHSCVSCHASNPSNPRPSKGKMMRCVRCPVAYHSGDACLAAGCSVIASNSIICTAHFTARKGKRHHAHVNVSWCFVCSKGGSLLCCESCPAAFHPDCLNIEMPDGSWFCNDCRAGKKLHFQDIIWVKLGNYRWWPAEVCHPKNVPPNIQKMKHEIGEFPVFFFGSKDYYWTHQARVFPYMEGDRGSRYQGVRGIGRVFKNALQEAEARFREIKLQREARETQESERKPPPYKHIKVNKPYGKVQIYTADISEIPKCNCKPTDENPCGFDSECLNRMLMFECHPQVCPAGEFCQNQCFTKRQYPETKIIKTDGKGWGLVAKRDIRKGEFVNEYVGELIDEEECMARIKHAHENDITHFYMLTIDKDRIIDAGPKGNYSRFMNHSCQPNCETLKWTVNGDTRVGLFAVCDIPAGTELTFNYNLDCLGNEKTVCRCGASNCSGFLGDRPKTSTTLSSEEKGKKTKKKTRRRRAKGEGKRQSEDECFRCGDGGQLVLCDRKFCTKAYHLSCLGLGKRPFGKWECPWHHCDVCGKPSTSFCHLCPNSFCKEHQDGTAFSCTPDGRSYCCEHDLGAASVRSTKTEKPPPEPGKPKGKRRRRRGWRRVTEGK
MITF act: MITF TRPM1 promoter activation in melanoma cells; SK-MEL-5 TRPM1-promoter luciferase, 24 h; % of positive control, neutral wells = 0; activation, % at 12.5 µM; 300,000 tested, 0.75% active;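 active = mean activation of at least 80% with every replicate also reaching 80%; inconclusive = mean reaches 80% but some replicate falls short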;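 note: 0% = neutral control wells and 100% = parthenolide positive control wells; values of inactives mirror those of a sister screen read the other way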
dFosB act: activators of mouse delta FosB homodimer. P13346. activation, % at 25 µM. 340,000 tested, 0.99% active. purified delta FosB, TAMRA-CDK5 oligo fluorescence polarization; percent of positive-control signal above neutral wells;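 active = mean activation above about 17%, with every replicate also reaching it, limit read from the data, passing the limit was not always enough; inconclusive = only one of the two conditions met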;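 note: fluorescence polarization rise as delta FosB binds a TAMRA Cdk5 AP-1 oligo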
Rtt109 HAT inh: blocks Candida albicans Rtt109/Vps75 acetyltransferase activity; inhibition, % at 34.9 µM; Q5AAJ8; purified Rtt109/Vps75, ThioGlo CoA-SH fluorescence, 4 h; 330,000 tested, 0.16% active; AID 540336;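 active = inhibition of at least 50% in every replicate; inconclusive = best replicate reaches 50% inhibition but some replicates fall short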
CAL PDZ FP-1: inhibitors of human CAL PDZ peptide binding; Q9HD26; purified CAL PDZ, TMR-peptide fluorescence polarization, 1 h; inhibition, % at 20 µM; 330,000 tested, 0.02% active; AID 504414;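 active = highest replicate inhibition of at least 40%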;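 note: plate controls were DMSO neutral control wells for no effect and unlabeled competitor peptide control wells for full effect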
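Material: tagged CAL PDZ protein CerCALP, purified; buffer or medium: sodium phosphate/NaCl buffer pH 7.4 with TCEP, IgG, Thesit; also added: fluorescent TMR peptide probe; schedule: 1 h incubation at room temperature before polarization reading; technique: fluorescence polarization from S- and P-plane intensities, G-factor corrected; control set: unlabelled peptide and DMSO controls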
PfHsp90 yeast 2: reduces growth (ATP signal) of yeast expressing P. falciparum Hsp90. 310,000 tested, 0.32% active. S. cerevisiae expressing PfHsp90, BacTiter-Glo ATP, 48 h; yeast lacking PDR1 and PDR3 efflux regulators. inhibition, % at 9.4 µM;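 active = every replicate shows inhibition above about 80%, whatever the replicate mean, limit read from the data; inconclusive = mean inhibition reaches the set limit but some replicate falls short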;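 note: 0% = DMSO neutral controls and 100% = 20 µM radicicol positive controls; yeast relying on Plasmodium falciparum Hsp90 in place of its own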
PvdQ acylase: P. aeruginosa PvdQ acylase inhibition; 340,000 tested, 0.063% active; purified PvdQ acylase, fluorescence plate reader; inhibition, % at 10 µM; AID 488965; in the data active = inhibition above about 30%, passing the limit was not always enough; inconclusive = no clear call, values can overlap the other calls;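 note: 0% = vehicle neutral wells and 100% = reference inhibitor wells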
SR-BI DiI-HDL act: SR-BI HDL lipid transfer activation | CHO ldlA[mSR-BI] cells, DiI-HDL uptake fluorescence, 3 h; 100 = double the neutral-control signal | activation, % at 12.5 µM | 320,000 tested, 0.096% active | AID 504775;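 active = mean replicate activation of at least 60% and every replicate at or above 60%; inconclusive = mean or all-replicate condition met, but not both; inactive = mean below 60% and not all replicates reaching 60%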;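 note: 0% = median plate neutral-control signal and 100% = twice that signal; values of inactives mirror those of a sister screen read the other way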
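System: LDL receptor-deficient CHO ldlA cells overexpressing murine SR-BI | Timing: 3 h uptake period with compound, 37 °C | Medium: HEPES-buffered (25 mM, pH 7.4) F12 plus 0.5% BSA | Dosing: Single-point compound dose | Signal: Bottom-read fluorescence, 550/595 nm | Read-out: Retained DiI signal reflecting DiI-HDL uptake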
SR-BI HDL uptake: mouse SR-BI HDL lipid transfer inhibition | Q61009 | ldlA[mSR-BI] CHO cells, DiI-HDL uptake fluorescence, 3 h | inhibition, % at 12.5 µM | 320,000 tested, 0.96% active;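 active = mean replicate inhibition of at least 70% and a set share of replicates each scoring 70 or more; inconclusive = meets just one of the two criteria; inactive = fails both criteria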;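 note: 0% = median of neutral control wells and 100% = median of positive control wells; values of inactives mirror those of a sister screen read the other way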
CAL PDZ FP-2: inhibitors of human CAL PDZ peptide binding; 300,000 tested, 0.92% active; AID 602252; inhibition, % at 24.9 µM; purified CAL PDZ, TMR-peptide fluorescence polarization, 1 h;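 active = mean inhibition of at least 30% with at least half of replicates also reaching 30%; inconclusive = no clear call, values can overlap the other calls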;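 note: 0% = DMSO neutral control and 100% = excess unlabeled competitor peptide PRC23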
Active calls of the source: *; ? = inconclusive; nt = no result given.

SMILES	NSD2 inh	MITF act	dFosB act	Rtt109 HAT inh	CAL PDZ FP-1	PfHsp90 yeast 2	PvdQ acylase	SR-BI DiI-HDL act	SR-BI HDL uptake	CAL PDZ FP-2
O=C(N/C(=C\c1ccco1)C(=O)N1CCCC1)c1cccs1	4	1	3	2	0.5	nt	2	14	-14	-5
Cc1cc(C(F)(F)F)n2nc(-c3cccs3)cc2n1	-3	18	0	-1	-0.6	3	-10	23	-23	-9
COC(=O)c1cc(NC(=O)c2ccccc2)c(=O)oc1/C=C/Nc1ccc(Oc2ccccc2)cc1	-3	-1	-46	-6	0.5	7	-3	-38	38	7
Cc1ccc(-n2c(C)nnc2SCC(=O)Nc2ccccc2)cc1	nt	-5	-1	-6	-1.2	3	-2	1	-1	-2
O=C(Nc1ccc(C(=O)N2CCOCC2)cc1)Nc1cccc(Cl)c1	-3	73	-10	-1	-2.4	-5	-19	36	-36	-3
COc1ccccc1-c1cc2ccccc2[nH]1	8	73	-3	5	-0.5	-19	-6	-32	32	-3
COCCNC(=O)C1CCCN(S(=O)(=O)c2ccc3c(c2)CC(C)N3C(=O)C2CC2)C1 (configuration not stated)	nt	3	-2	-3	0.6	-13	-14	11	-11	nt
O=C(CSc1nnnn1Cc1ccccc1)Nc1ccccc1	13	3	-6	0	3.1	-13	-10	-6	6	-1
COc1ccc(C(=O)C2CCCN(Cc3cccn3-c3cccnc3)C2)cc1OC (configuration not stated)	3	7	-5	5	-1.4	-7	-12	2	-2	-2
CCOc1ccc(NC(=O)COc2nsnc2N2CCOCC2)cc1	1	8	-3	-4	-1.5	-14	-14	nt	nt	-4
O=C(Nc1cccc(-n2cnnn2)c1)c1ccncc1	-2	-14	5	17	-0.6	26	6	nt	0	-4
O=S(=O)(N/N=C\c1cccn1-c1ccccc1)c1ccc2ccccc2c1	4	-2	-6	17	-0.1	-27	-8	22	-22	-2
Nc1ccc2c(c1)-c1ccc(F)cc1C2=O	-1	3	-3	2	0.8	-106	-6	9	-9	-4
CCOCCCNC(=O)c1ccc2c(c1)ncn2C1CCCC1	-4	24	0	2	0.3	7	-12	5	-5	11
CCc1ccccc1NC(=O)c1ccc(NCCc2ccccc2)c([N+](=O)[O-])c1	-3	15	1	2	0.3	-6	-9	-24	24	-2
CC(C)CNC(=O)c1c(F)c(F)c(F)c(F)c1F	1	-8	-2	2	0.5	-15	-14	4	-4	-2
Cn1c2ccccc2c2nnc(SC3CCOC3=O)nc21 (configuration not stated)	-4	-4	1	3	-0.3	8	3	16	-16	-3
O=C(CS(=O)(=O)c1c[nH]c2ccccc12)Nc1ccc2c(c1)OCCO2	2	30	-6	6	-2.6	-20	-13	-21	21	0
COc1ccc(/C=N/NC(=O)C2CC2)c(OC)c1OC	-1	-5	5	-11	-1.9	-30	-14	-8	8	-4
COc1ccc(C/C(N)=N/OC(=O)Cc2ccccc2)cc1OC	-2	1	-4	1	-0.5	9	-10	nt	-4	-2
COc1ccc(C(=O)NNC(=O)Nc2ccc(Cl)cc2)cc1	1	5	10	-9	nt	-5	-13	7	-7	7
Cc1c(CC(=O)O)c(=O)oc2c(C)c(OCc3ccc(F)cc3Cl)ccc12	0	6	-8	-1	-0.8	-25	-14	2	-2	-2
O=C(OCCOCCN=C1NS(=O)(=O)c2ccccc21)c1ccc(F)cc1	10	-1	-8	7	-3.5	15	6	5	-5	-3
O=C(c1cccc(-c2ccc(O)cc2)c1)N1CCN(c2ccc(F)cc2)CC1	2	17	14	-8	-0.2	-1	-24	-18	18	2
COc1ccc(NC(=O)CSc2ccccn2)cc1OC	0	-4	-4	1	-0.8	-2	2	-2	2	-3
COc1cc(C(=O)Nc2cc(C)ccn2)cc(OC)c1OC	-1	nt	-6	-8	-0.3	34	-5	-28	28	0
Cc1cc(C)cc(N2CCCn3c2nc2c3c(=O)[nH]c(=O)n2C)c1	nt	-26	-6	nt	-1.1	-5	2	-5	5	3
Cc1ccccc1NC(=O)C[n+]1cc(-c2ccccc2)n2c1CCC2	0	nt	1	-6	-1.5	-36	-9	13	-13	nt
N#Cc1ccc(CC(=O)c2ccccc2)[nH]c1=O	4	2	-2	-2	24	9	-3	1	-1	-5
COc1cc(CCNC(=O)c2ccccc2NC(=O)C2=C(C)OCCS2)cc(OC)c1OC	1	-3	-5	-5	0.3	3	3	0	0	1
O=c1c(Cc2c(F)cccc2Cl)c(O)ccn1Cc1ccc2c(c1)OCO2	1	-4	-1	5	-3.3	-2	4	19	-19	-23
Cc1ccc(NC(=O)CN(C)C(=O)CN2C(=O)NC(C)(c3ccccc3)C2=O)cc1 (configuration not stated)	4	5	-6	6	0.0	-3	-2	-9	9	-4
COC(=O)c1ccc(CSc2nnc3sc4ccccc4n23)o1	-2	-8	-4	-6	-1.2	23	-1	23	-23	-3
Cc1c(NC(=O)c2ccc(S(=O)(=O)Nc3ccccc3F)cc2)c(=O)n(-c2ccccc2)n1C	-1	14	5	-11	-0.3	nt	-6	8	-8	nt
O=C(NCc1ccco1)C(c1ccc(F)cc1)N(CC1CCCO1)C(=O)Cn1nnc2ccccc21 (configuration not stated)	3	-9	-8	1	-0.7	-34	-5	29	-29	7
COc1ccc(C)cc1NC(=O)C1CCCN(S(=O)(=O)c2ccc3[nH]c(=O)ccc3c2)C1 (configuration not stated)	0	-3	-16	-2	-6.2	31	-16	-20	20	-3
CN1CCN(C(=O)c2ccc(Cn3cc(Cl)cn3)o2)CC1	-2	-11	-1	-2	-0.2	-8	-18	15	-15	nt
O=C(OCC(=O)N1CCOCC1)c1ccccc1Br	-4	40	-3	2	-1.0	-17	-8	nt	nt	nt
N[C@@]12CCc3nonc3[C@]1(O)CC(c1ccccc1)=[N+]2[O-]	-3	-9	1	3	0.1	-1	-5	54	-54	-2
CCn1cc(CCC(=O)O)c(C)n1	0	1	2	8	0.2	5	-2	1	-1	10
CC(NC(=O)C(=O)N/N=C/c1ccc(Cl)cc1)c1ccccc1 (configuration not stated)	1	-4	1	3	-1.4	-2	1	2	-2	1
CCNC(=O)C1(c2ccccc2)CCCC1	-1	-9	2	-12	0.5	9	0	51	-51	-6
O=C(Cc1c(F)cccc1Cl)Nc1cc(S(=O)(=O)N2CCOCC2)ccc1N1CCOCC1	-2	5	-5	-1	0.2	nt	-15	12	-12	-7
CC(C)(C)n1ncc(Oc2ccccc2[N+](=O)[O-])c(Cl)c1=O	0	-12	-1	0	-0.6	-19	-14	-6	6	1
Cc1[nH]nc(S(=O)CC(=O)O)c1[N+](=O)[O-] (configuration not stated)	-5	11	-5	1	0.1	-25	-18	14	-14	-2
O=C(CSc1nccc(=O)[nH]1)NN(c1ccccc1)c1ccccc1	-4	0	-7	-6	-0.9	1	-8	5	-5	9
CCOc1ccc2nc(SCC)[nH]c2c1	0	nt	3	-4	-1.3	0	-13	10	-10	1
CCOc1cc(CO)cc(Br)c1OCC(=O)O	nt	-5	-5	?	0.4	15	-11	1	-1	-7
CC(=O)Nc1cc(-c2ccccc2)nn1Cc1ccc(Cl)cc1	1	-8	-4	3	0.4	-8	-16	-19	19	3
CCOC(=O)C(CC)/C(C)=N\NC(=O)CCC(=O)Nc1ccc(Cl)cc1Cl (configuration not stated)	-1	nt	-2	4	-0.1	4	-6	6	-6	nt
COc1ccc(N2CCN(C(=O)Cc3coc4cc(C)ccc34)CC2)cc1	6	-5	-12	-1	-0.5	16	-17	15	-15	nt
O=S(=O)(NC1c2cccc3cccc(c23)C1Sc1ncccn1)c1ccc(Cl)cc1 (configuration not stated)	-2	-5	0	-6	-1.6	-22	0	-30	30	-3
COCCSc1ccccc1C(=O)N1CCc2ccccc21	-1	nt	-3	-6	0.1	-5	-30	-9	9	-1
Cc1nn(-c2ccc(C(=O)Nc3nnc(C4CC4)s3)cc2)c(C)c1Cl	0	-5	?	-10	-0.9	6	-13	-25	25	-2
CC(=Nc1cccc(C)c1)c1sc2ccccc2c1O	-14	46	-18	6	-1.7	-34	-4	10	-10	-3
Cc1ccc(S(=O)(=O)C2C(=O)NC3(C)CC2c2ccccc2O3)cc1 (configuration not stated)	0	-5	-2	2	-0.9	-2	-8	-4	4	1
O=C(NCCC1CCCCN1S(=O)(=O)c1ccc(F)cc1)C(=O)NCc1ccncc1 (configuration not stated)	10	-14	1	-8	-0.4	1	9	39	-39	-1
O=C(CCC1CCCN(C(=O)COc2ccccc2)C1)N1CCN(c2ccccn2)CC1 (configuration not stated)	-1	0	-8	2	-1.9	-18	0	11	-11	nt
C/C=C/c1ccc(OCCCCN2CCN(CC)CC2)c(OC)c1	7	-2	-2	nt	0.5	-14	-12	15	-15	-5
CCc1ccc(N(C(=O)CCC(=O)Nc2cc(C)on2)C(C(=O)NC(C)(C)C)c2ccc(OC)cc2)cc1 (configuration not stated)	1	3	-10	2	-0.3	-3	-9	0	0	-4

(next part)
SMILES	NSD2 inh	MITF act	dFosB act	Rtt109 HAT inh	CAL PDZ FP-1	PfHsp90 yeast 2	PvdQ acylase	SR-BI DiI-HDL act	SR-BI HDL uptake	CAL PDZ FP-2
Cc1cc(S(=O)(=O)NC(C)C)ccc1OCC(=O)NCc1ccccc1	nt	2	-8	4	-1.9	-51	-21	-13	13	0
Cc1nc2ccc(S(=O)(=O)NCC(=O)N3CCC(N4CCCCC4)CC3)cc2s1	0	2	-1	-2	-0.3	-3	-18	18	-18	-35
CCCc1cc(C(=O)Nc2ccc(C(=O)OC)cc2)cs1	0	?	-3	-11	-1.7	1	-3	-8	8	0
Cc1c(O)ccc2c(CC(=O)N[C@@H](Cc3ccccc3)C(=O)O)cc(=O)oc12	28	nt	3	-6	-2.2	0	11	28	-28	5
COc1ccc(OCC(=O)NCCCNC(=O)COc2ccc(OC)cc2)cc1	0	1	4	2	0.3	12	-11	3	-3	nt
Cn1c(N/N=C/c2ccccc2)nc2sc3c(c2c1=O)CCC3	2	1	-10	2	-0.8	-5	-11	-24	24	-8
FC(F)Oc1cccc(NC(=S)N2CCN(c3ccccn3)CC2)c1	10	-2	-2	4	-0.9	-13	11	-1	1	5
O=c1[nH]c(C2CCN(S(=O)(=O)c3ccccc3C(F)(F)F)CC2)nc2c1nnn2Cc1ccccc1	-1	-9	-20	37	-0.6	6	3	nt	nt	2

High-throughput results from PubChem BioAssay.
